CYP2C9 activ: CYP2C9 (human) activation | P11712 | recombinant CYP2C9, luciferin-H conversion, luminescence; active compounds read high; factor 1 = untreated enzyme, 0 = blocked | activation factor at 5 µM | actives 1.4% (n = 96,000) | AID 1024;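 active = activation factor of 2 or more for CYP2C9 at a 5 µM dose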;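 also: 0 = sulfaphenazole-blocked wells and 1 = vehicle-only wells; values of inactives mirror those of a sister screen read the other way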
Target sequence (P11712 whole entry, looked up): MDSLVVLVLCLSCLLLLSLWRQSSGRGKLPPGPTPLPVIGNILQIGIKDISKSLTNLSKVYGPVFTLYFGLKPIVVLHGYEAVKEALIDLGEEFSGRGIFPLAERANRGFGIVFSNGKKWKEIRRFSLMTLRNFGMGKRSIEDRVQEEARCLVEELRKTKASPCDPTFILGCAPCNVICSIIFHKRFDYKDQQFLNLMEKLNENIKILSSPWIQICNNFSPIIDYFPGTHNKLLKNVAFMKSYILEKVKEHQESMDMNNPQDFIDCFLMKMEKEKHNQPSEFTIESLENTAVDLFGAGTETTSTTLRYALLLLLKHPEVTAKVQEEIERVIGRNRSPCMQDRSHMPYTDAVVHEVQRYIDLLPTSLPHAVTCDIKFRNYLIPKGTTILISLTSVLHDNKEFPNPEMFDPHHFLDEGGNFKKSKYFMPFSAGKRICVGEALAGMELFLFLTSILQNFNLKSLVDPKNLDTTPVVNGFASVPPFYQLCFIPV
Calb biofilm kill: kills Candida albicans biofilms; C. albicans biofilm + clotrimazole, Alamar Blue; inhibition, % at 6 µM; actives 0.14% (n = 85,000); AID 834;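 active = inhibition above 20%; inactive = inhibition below 20%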;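 also: preformed 24 hr biofilms exposed to compound for 48 hr; 0% = biofilm without compound and 100% = blank killed by clotrimazole plus chlorhexidine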
TNFa cytotox: toxic to HUVEC cells under TNF alpha stimulation | AID 848 | HUVEC TNFalpha-stimulated, Hoechst cell count, imaging | cell count reduction, % at 2 µM | actives 0.17% (n = 93,000);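 active = cell count reduction exceeding the screen mean by over 5 SD, scaled to untreated wells per plate, cut at about 78% in these data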;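 also: cells counted after 24 h of TNF alpha exposure following the 1 h pretreatment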
CYP2C19 activ: cytochrome P450 2C19 (human) activation. 96,000 tested, under 10 active. activation factor at 5 µM. recombinant CYP2C19, luciferin-H EGE luminescence; active compounds read high; 0 = fully inhibited enzyme, 1 = untreated enzyme;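 active = activation factor of at least 2 at 5 µM in the primary screen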;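 also: 0 = wells with 2.5 mM tranylcypromine and 1 = vehicle-only wells; values of inactives mirror those of a sister screen read the other way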
Target sequence (P33261 whole entry, looked up): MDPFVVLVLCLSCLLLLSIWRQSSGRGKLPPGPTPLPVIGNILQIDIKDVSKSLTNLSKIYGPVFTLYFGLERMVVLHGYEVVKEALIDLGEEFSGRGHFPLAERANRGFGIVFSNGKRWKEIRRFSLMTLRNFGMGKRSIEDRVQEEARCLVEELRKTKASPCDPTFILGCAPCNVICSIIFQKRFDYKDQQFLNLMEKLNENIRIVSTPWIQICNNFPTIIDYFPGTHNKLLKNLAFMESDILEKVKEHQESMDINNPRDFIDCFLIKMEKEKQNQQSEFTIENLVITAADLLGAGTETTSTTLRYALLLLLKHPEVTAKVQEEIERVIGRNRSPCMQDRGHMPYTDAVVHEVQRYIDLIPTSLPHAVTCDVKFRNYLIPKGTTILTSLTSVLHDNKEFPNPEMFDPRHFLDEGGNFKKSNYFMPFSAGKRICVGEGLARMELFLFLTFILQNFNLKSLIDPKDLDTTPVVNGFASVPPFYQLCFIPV
VCAM1 TNFa inh: reduces TNF alpha induced VCAM1 expression in HUVEC | actives 0.48% (n = 95,000) | inhibition, % at 2 µM | HUVEC TNFa-induced VCAM-1 immunofluorescence, high-content imaging;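 active = inhibition above the batch mean plus 3 SD, with images confirmed as a hit by eye, cut at about 37% in these data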;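 also: 0% = TNF-stimulated DMSO wells and 100% = unstimulated control wells; not every result past the cut was called active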
HUVEC tox IL1B: HUVEC cytotoxicity counter-screen, IL-1B stimulated. HUVEC cell count loss, Hoechst imaging. cell count reduction, % at 2 µM. actives 0.41% (n = 94,000). AID 845;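 active = cell count reduction more than 3 SD above the screen-wide mean, cut at about 70% in these data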;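 also: normalized per plate to untreated control cells as the no-loss baseline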
hDAT+cocaine: changed human dopamine transporter uptake under cocaine IC80; B-score at 10 µM; AID 449768; LLC-PK1 hDAT cells, [14C]-dopamine uptake with cocaine IC80; actives deviate in either direction; actives 1.3% (n = 110,000); Q01959;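 active = Z score or B-score, a plate-position-corrected score, falls beyond the plate's 99.7% confidence bounds, in either direction; inactive = both scores lie inside the 99.7% bounds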;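 also: scored against the spread of the other compound wells on the same plate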
CYP2C19 inh: human CYP2C19 inhibition; P33261; CYP2C19 Supersomes, luciferin-H EGE luminescence, 30 min; inhibition, % at 5 µM; actives 21% (n = 96,000);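 active = CYP2C19 inhibition above a set limit at 5 µM in the primary screen, cut at about 50% in these data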;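 also: plate controls were negative control wells for no effect and 2.5 mM tranylcypromine positive control for full effect; values of inactives mirror those of a sister screen read the other way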
CYP2C9 inhib: inhibitors of human CYP2C9. P11712. CYP2C9 Supersomes, luciferin-H conversion, luminescence. inhibition, % at 5 µM. actives 20% (n = 96,000). AID 777;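 active = blocking of liver enzyme CYP2C9 beyond about 50% at 5 µM, limit read from the data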; also: values of inactives mirror those of a sister screen read the other way
Starred values were filed as active, the others as inactive; · = no result given.

SMILES	CYP2C9 activ	Calb biofilm kill	TNFa cytotox	CYP2C19 activ	VCAM1 TNFa inh	HUVEC tox IL1B	hDAT+cocaine	CYP2C19 inh	CYP2C9 inhib
Cc1ccc(C(=O)Nc2ccccc2C(=O)NC(C(=O)O)C(C)C)cc1 (stereo unspecified)	·	6	-10	·	11	·	-0.039	·	·
CSc1ccccc1NC(=O)c1ccccc1N(C)S(C)(=O)=O	1.2	6	-21	0.7	-5	-21	1.1	32	-22
CCCc1cc(=O)[nH]c(/N=C(\N)Nc2ccccc2)n1	0.9	-2	-6	1	-1	-25	-0.071	0	9
C=CCn1c(CCCNC(=O)C(C)(C)C)nc2ccccc21	1	10	·	0.9	·	·	0.21	9	3
CN(C)c1ccc(-c2nc3ccccc3n2C)cc1	0.7	·	-17	0.4	3	-26	2	56*	33
Cc1cc(C)n(-c2nc(C)nc3sc4c(c23)CCC(C)C4)n1 (stereo unspecified)	1	·	-7	0.8	-1	-14	0.092	18	0
COC(=O)C1CCN(C(c2cc(OC)c(OC)c(OC)c2)c2sc3nc(C)nn3c2O)CC1 (stereo unspecified)	1	4	·	0.8	·	·	0.87	19	1
Cc1cc(C)c(C#N)c(SCc2ccccc2C(=O)O)n1	0.9	8	4	1.1	-22	-24	-0.0086	-6	10
COc1ccccc1N1CCN(C(CNS(=O)(=O)c2cccs2)c2cccnc2)CC1 (stereo unspecified)	0.9	14	-14	0.4	13	-6	-0.16	57*	14
CCc1ccc(CN(C(=O)c2cc3ccccc3oc2=O)C2CCS(=O)(=O)C2)cc1 (stereo unspecified)	0.6	5	9	0.9	-4	-1	1.3	8	40
CN(C(=O)CSc1nnc(-c2ccncc2)n1C)C1CCS(=O)(=O)C1 (stereo unspecified)	1.1	7	-45	1.1	10	-3	-0.12	-5	-6
Cc1ccc(COc2ccsc2-c2n[nH]c(=S)n2C)cc1	0.8	·	-9	0.8	12	4	0.71	15	19
CSc1nc(-c2ccccc2)c(-c2ccccc2)[nH]1	1.1	·	-4	1.1	-1	26	0.31	-15	-14
CC1(C)CC(=O)C(C=Nc2cccc(/N=C/C3=C(O)CC(C)(C)CC3=O)n2)=C(O)C1	0.9	-3	-4	1	4	-14	·	0	6
CN1CCN(C2CC(=O)N(c3ccc4c(c3)OCCO4)C2=O)CC1 (stereo unspecified)	0.6	-3	-5	0.6	-3	1	0.0093	36	38
CCOc1ccccc1C1NC(=O)NC(C)=C1C(=O)OCc1ccco1 (stereo unspecified)	0.2	·	-38	0.8	4	5	-0.62	16	75*
COCCn1c(SCC(=O)N2CC(=O)Nc3ccccc32)nnc1-c1ccoc1C	·	-2	-17	·	1	-3	0.58	·	·
COc1ccccc1-c1nc2s/c(=C\c3cccs3)c(=O)n2n1	1	-2	·	1	·	·	-0.46	4	-1
O=C(NCc1ccccn1)c1c(O)c2cccc3c2n(c1=O)CC3	1.1	7	-33	1.1	-1	-2	0.4	-9	-14
O=P(Cc1cc[n+]([O-])cc1)(c1ccccc1)c1ccccc1	1.1	6	2	1.1	-4	-28	0.031	-7	-13

Profiles, looked up by structure.
CSc1ccccc1NC(=O)c1ccccc1N(C)S(C)(=O)=O as listed: CYP2C9 activ: 1.2; Calb biofilm kill: 6; TNFa cytotox: -21; CYP2C19 activ: 0.7; VCAM1 TNFa inh: -5; HUVEC tox IL1B: -21; hDAT+cocaine: 1.1; CYP2C19 inh: 32; CYP2C9 inhib: -22
Cc1cc(C)n(-c2nc(C)nc3sc4c(c23)CCC(C)C4)n1 (stereo unspecified) as listed: CYP2C9 activ: 1; Calb biofilm kill: ·; TNFa cytotox: -7; CYP2C19 activ: 0.8; VCAM1 TNFa inh: -1; HUVEC tox IL1B: -14; hDAT+cocaine: 0.092; CYP2C19 inh: 18; CYP2C9 inhib: 0

Going on with the list:
SMILES	CYP2C9 activ	Calb biofilm kill	TNFa cytotox	CYP2C19 activ	VCAM1 TNFa inh	HUVEC tox IL1B	hDAT+cocaine	CYP2C19 inh	CYP2C9 inhib
CC1S/C(=C(\C#N)C(N)=O)N(c2ccc(F)cc2)C1=O (stereo unspecified)	0.9	5	-4	1.1	1	-63	-2.1	-11	6
CCC(C)(C(=O)NC1CCCCC1)N(C(=O)C1CCC(=O)N1)c1ccccc1 (stereo unspecified)	1	·	-34	1	5	-4	-1.4	-2	-1
COCCn1nnnc1C(c1ccccc1)N1CCN(C)CC1 (stereo unspecified)	1	3	18	1	2	13	-0.22	3	-2
CCOC(=O)NC(Nc1nnc(SCC)s1)(C(F)(F)F)C(F)(F)F	0.6	-1	-5	0.8	-4	6	0.36	17	41
CSc1nc2n(n1)C(c1cc(Br)ccc1F)C(C(=O)N(C)C)=C(C)N2 (stereo unspecified)	1	6	-7	1.1	-5	28	-0.047	-12	-3
Cc1cc(C(=O)OC(C)C(=O)Nc2cccc(S(=O)(=O)N3CCOCC3)c2)c(C)o1 (stereo unspecified)	0	1	-12	0	-15	-64	-0.45	96*	97*
Cc1c(NC(=O)c2ccc(COc3ccc4ccccc4c3)o2)c(=O)n(-c2ccccc2)n1C	1	0	-1	1	-4	-16	0.76	0	5
COc1ccc(C(OC(=O)c2ccco2)C(=O)NCc2ccc(C)cc2)cc1 (stereo unspecified)	0.9	3	-7	1.1	-2	-16	-0.64	-7	14
CCCCN(Cc1ccco1)C(=O)c1cc2c(=O)[nH]c3ccc(C)cc3c2s1	0.3	12	14	0.5	39	-12	0.87	50*	72*
Cc1ccc(OCc2nnc(SCC(=O)Nc3nccs3)n2-c2ccccc2)cc1C	0.8	5	-25	1	-4	6	-0.011	1	22
C/C(=N/n1cnnc1)c1cccnc1	1	5	-4	1	-6	10	0.85	0	2
CCOc1ccccc1CN1C(=O)c2ccccc2C1C(=O)NC(C)CC (stereo unspecified)	1	8	-12	1	0	-5	0.75	-2	1
CCOC(=O)c1c(C)nc2c(c1-c1cc(OC)ccc1OC)C(=O)c1ccccc1-2	1.1	·	-16	0.8	1	-42	-0.66	22	-8
CCN1CCc2nc(NC(=O)Cc3ccc4c(c3)OCCO4)sc2C1	0.9	4	-18	0.9	8	-6	0.012	6	15
CC(=O)Nc1ccc(N/C=C/C(=O)C(C)(C)C)cc1	1	7	-1	1	1	-9	-0.069	0	4
CCn1cc(Br)c(-c2nc3ccccc3c(=O)n2N)n1	1.3	2	-32	1.1	7	-41	-0.29	-11	-25
O=C(CN(Cc1ccco1)C(=O)c1cc(=O)[nH]c2ccccc12)Nc1ccccc1C(F)(F)F	1.4	4	-42	1	13	-15	1.2	-2	-38
COc1ccccc1C(c1nnnn1C(C)(C)C)N1CCCc2ccccc21 (stereo unspecified)	0.7	7	-5	0.9	24	-12	·	12	28
CCS(=O)(=O)N1CCC(C(=O)NCCCN2CCN(c3ccccc3F)CC2)CC1	0.9	4	-22	1	10	21	-1.3	-4	7
C/C(N)=C(/C#N)C(=O)COC(=O)CSc1ccc2ccccc2c1	1	·	-23	0.7	9	1	0.042	28	5
O=C(CCN1C(=O)c2ccccc2S1(=O)=O)Nc1nc2c(s1)CCCC2	0.1	4	-22	0.2	5	-6	0.73	84*	88*
CSc1nnc(-c2cnccn2)n1Cc1ccccc1	1	-4	8	0.8	4	39	-0.066	22	4
O=C(CCn1c(=O)sc2ccccc21)Nc1nc2ccccc2s1	0.2	8	-9	0.8	8	0	1.1	18	80*
O=C(O)c1c(F)c(F)cc2ccccc12	·	7	-15	·	-14	-9	-0.38	·	·
COc1ccc(S(=O)(=O)N2CCN(CC(=O)Nc3cccc(F)c3)CC2)cc1	1.4	11	-39	0.5	-3	-6	·	54*	-37
Cc1cc(C)n(-c2ccc(C(=O)Nc3ccc4c(c3)OCO4)cc2)n1	0.6	-1	6	0.7	-20	-3	1.1	34	38
c1ccc(-c2ncnc3cc4n(c23)CCC4)cc1	·	4	0	·	-8	-24	0.19	·	·
O=C(c1cc2ccccc2o1)N1CCN(c2ccccc2Cl)CC1	0.6	7	-19	0.6	-13	93*	0.3	44	44
CSc1nc(-c2ccccc2)[nH]c(=S)c1C(C)=O	0.5	5	-14	0.8	6	·	0.067	20	55*
Cc1ccc2c(CN3CCC(C)CC3)cc(=O)oc2c1	0.3	6	0	0	17	6	-0.04	100*	67*
Brc1cccc(-c2nnc3n2CCCCC3)c1	0.9	10	-5	0.5	5	2	0.37	53*	9
COc1ccc(S(N)(=O)=O)cc1C(=O)NCCCN1CCN(c2ccc(C)cc2)CC1	0.9	·	5	1	21	-2	0.46	-2	6
C=CCOc1c(OC)cc(Cl)cc1C1NC(=O)NC(C)=C1C(C)=O (stereo unspecified)	1.1	5	·	1	·	-10	-0.09	-3	-6
CCC(=O)Nc1cccc2c1C(=O)N(C)C2=O	·	3	6	·	-3	-22	-0.65	·	·
COc1ccc(-c2nnn(Cc3ccccc3F)n2)cc1	·	7	·	·	-36	36	1.4	·	·
CN1CC[n+]2c(CN3C(=O)c4ccccc4C3=O)csc21	1.1	5	-16	1.1	11	25	-0.84	-9	-13
CCOC(=O)c1ccccc1NS(=O)(=O)c1ccc(OC)cc1	·	3	-15	·	11	21	-0.039	·	·
COc1cc2cc3c(N)c(C(=O)NCc4ccco4)sc3nc2cc1OC	0.7	8	-6	1	15	-18	0.74	3	27
Cc1ccc2c(c1)[nH]c1c(N3CCN(Cc4ccccc4)CC3)ncnc12	0.4	3	-10	0.6	11	-51	1.1	36	65*
O=C1c2ccccc2NC(c2c(Cl)cccc2Cl)N1Cc1ccccc1 (stereo unspecified)	1	-4	-22	1	1	-11	0.98	-3	2
Cc1ccc(CNc2oc(-c3ccco3)nc2S(=O)(=O)c2ccccc2)cc1	·	5	·	·	-26	-23	0.49	·	·
Cc1nnc2ccc(N3CCC4(CC3)OCCO4)nn12	1	5	5	1	27	-47	0.021	-3	2
Clc1ccc(-c2nc3cnccn3c2Nc2ccc3c(c2)OCO3)cc1	0.2	4	-37	0.1	24	-53	2.2	87*	82*
Cc1ccc(S(=O)(=O)N(CC(=O)N2CCCCCC2)c2ccccc2)cc1	0.7	1	-41	0.9	5	-3	-1.2	12	32
CCOC(=O)C1CCCN(C(=O)C2CCN(c3nnc(-n4cccc4)s3)CC2)C1 (stereo unspecified)	0.7	12	·	0.9	·	·	0.47	5	26
Cc1n[nH]c(C)c1S(=O)(=O)N1CCCC(C(=O)NCc2cccs2)C1 (stereo unspecified)	1.1	11	4	0.6	-5	-1	-0.42	36	-6
Cc1nn(Cc2ccccc2)c(C)c1NC(=O)CSc1nnc(-c2cc(Cl)ccc2O)n1C	0.6	·	-20	0.9	-7	-48	1.7	14	43
Cc1sc2nc(SCC(=O)NCc3cccs3)[nH]c(=O)c2c1C	0.3	-3	-21	0.8	-6	-14	-0.69	19	67*
COc1ccccc1N(CC(=O)NC(C)(C)C)C(=O)C1CSC(=O)C1 (stereo unspecified)	·	3	-7	·	5	15	-0.55	·	·
CCOC(=O)C1CCN(C(=O)C2(NC(=O)Nc3ccccc3Cl)CCCCC2)CC1	0.9	7	-3	0.9	8	-19	0.7	14	13
O=c1nc(-c2ccccc2)cc(C(F)(F)F)[nH]1	0.5	7	-6	0.9	-4	-30	1.1	13	51*
CC1(C)CC(=O)C(C=NC(CCC(N)=O)C(=O)O)=C(O)C1 (stereo unspecified)	1	0	15	1.1	7	11	0.7	-10	0
Cc1nc2ccc(S(=O)(=O)Nc3ccccc3C)cc2s1	0.3	2	·	0	·	·	-0.19	97*	70*
CC1=NC(=O)C(N=Nc2cccc3ccccc23)N1c1ccccc1 (stereo unspecified)	·	2	-1	·	11	9	·	·	·
CCC(C)(C)n1nnnc1C(C(C)C)N(Cc1ccco1)Cc1cc2cc3c(cc2[nH]c1=O)OCO3 (stereo unspecified)	1	5	-6	0.7	0	-1	0.7	33	-1

Screening results from PubChem BioAssay.

This is a random part of the collection (roughly 29% active in at least one column).
